Screening results: PubChem BioAssay, several laboratories
LANA DNA inh = inhibitors of KSHV C-LANA binding to DNA, primary screen, biochemical, fluorescence polarization, FAM-LBS DNA, MBP-C-LANA, single point; Kaposi's sarcoma herpesvirus LANA C-terminal domain (residues 932-1162) DNA binding; inhibition, % at 9 µM; 340,000 tested, 0.078% active;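 active means highest replicate inhibition at or above 60% at 9 µM, even if other replicates fall short; inactive means all replicates below 60% inhibition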;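 further: 0% = neutral control wells and 100% = 4 µM acridine orange control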
RTF Ca sens inh = cardiac RTF calcium sensitivity inhibitors, primary screen, biochemical, IANBD-TnC fluorescence, EC70 calcium; Troponin I, cardiac muscle (Homo sapiens) + Troponin T, cardiac muscle (Homo sapiens) + …; IANBD-labeled cardiac RTF, Ca2+ fluorescence; inhibition, % at 7.15 µM; 340,000 tested, 0.12% active;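 active means inhibition above the mean inhibition of all tested compounds plus 3 SD, cut at about 17% in these data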;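 further: assay run at fixed EC70 calcium of 1.6 mM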
RTF Ca sens act = cardiac RTF calcium sensitivity activators, primary screen, biochemical, IANBD-TnC fluorescence, EC20 calcium; Troponin I, cardiac muscle (Homo sapiens) + Troponin T, cardiac muscle (Homo sapiens) + …; IANBD-labeled TnC RTF fluorescence at EC20 calcium; 0% EC20 calcium, 100% full calcium; activation, % at 7.2 µM; 340,000 tested, 0.24% active; AID 493008, 2010;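 active means activation above the mean over all tested compounds plus 3 SD, cut at about 30% in these data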;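 further: rise in fluorescence read as greater calcium sensitivity of cardiac thin filaments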
CAL PDZ FP-1 = untagged CAL PDZ binding inhibitors, primary screen, biochemical, fluorescence polarization, HTS. Golgi-associated PDZ and coiled-coil motif-containing protein (Homo sapiens), Q9HD26. purified CAL PDZ, TMR-peptide fluorescence polarization, 1 h. inhibition, % at 24.9 µM. 300,000 tested, 0.92% active. AID 602252, 2012;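 active means mean inhibition of at least 30% with at least half of replicates also reaching 30%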;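 further: 0% = DMSO neutral control and 100% = excess unlabeled competitor peptide PRC23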
PKA-R2B act = activators of PKA-R2B holoenzyme, primary screen, biochemical, fluorescence polarization, Cy5-IP20, human; cAMP-dependent protein kinase catalytic subunit beta (Homo sapiens) + cAMP-dependent …; PKA-R2B holoenzyme dissociation; R2B truncated from residue 108, S112A mutant; 0% DMSO only, 100% 113 µM cGMP; activation, % at 11.4 µM; 340,000 tested, 0.079% active; AID 504700, 2011;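 active means activation above a cutoff set at the mean over all compounds plus 3 SD, cut at about 18% in these data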;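 further: higher means more holoenzyme dissociation and a rise in polarization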
Target sequence (P31323 whole entry, looked up, other chains not shown, the tested form may be a part): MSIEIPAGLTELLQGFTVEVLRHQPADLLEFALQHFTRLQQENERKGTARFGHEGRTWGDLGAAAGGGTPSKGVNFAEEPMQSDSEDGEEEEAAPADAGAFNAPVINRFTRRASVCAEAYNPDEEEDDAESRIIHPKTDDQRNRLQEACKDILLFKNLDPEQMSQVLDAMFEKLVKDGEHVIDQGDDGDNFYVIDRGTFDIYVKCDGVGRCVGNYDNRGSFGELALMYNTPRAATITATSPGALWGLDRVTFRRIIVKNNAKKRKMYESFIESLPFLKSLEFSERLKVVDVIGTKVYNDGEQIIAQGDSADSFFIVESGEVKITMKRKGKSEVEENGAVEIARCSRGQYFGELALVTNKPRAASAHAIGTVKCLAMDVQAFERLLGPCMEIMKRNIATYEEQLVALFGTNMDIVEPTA
Keap1 Nrf2 FP = Keap1-Nrf2 protein-protein interaction inhibitors, primary screen, biochemical, fluorescence polarization, single point. Kelch-like ECH-associated protein 1 (Homo sapiens), Q14145. Keap1 Kelch-Nrf2 peptide fluorescence polarization, 1536-well. 340,000 tested, 0.15% active. AID 504523, 2011. inhibition, % at 9.4 µM; in the data active means inhibition above about 12%;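 further: human Keap1 Kelch domain with fluorescein labeled Nrf2 9mer peptide probe; 0% = neutral control wells and 100% = peptide positive control; higher means more block of Keap1 binding to Nrf2 peptide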
Target sequence (Q14145 whole entry, looked up, the tested form may be a part): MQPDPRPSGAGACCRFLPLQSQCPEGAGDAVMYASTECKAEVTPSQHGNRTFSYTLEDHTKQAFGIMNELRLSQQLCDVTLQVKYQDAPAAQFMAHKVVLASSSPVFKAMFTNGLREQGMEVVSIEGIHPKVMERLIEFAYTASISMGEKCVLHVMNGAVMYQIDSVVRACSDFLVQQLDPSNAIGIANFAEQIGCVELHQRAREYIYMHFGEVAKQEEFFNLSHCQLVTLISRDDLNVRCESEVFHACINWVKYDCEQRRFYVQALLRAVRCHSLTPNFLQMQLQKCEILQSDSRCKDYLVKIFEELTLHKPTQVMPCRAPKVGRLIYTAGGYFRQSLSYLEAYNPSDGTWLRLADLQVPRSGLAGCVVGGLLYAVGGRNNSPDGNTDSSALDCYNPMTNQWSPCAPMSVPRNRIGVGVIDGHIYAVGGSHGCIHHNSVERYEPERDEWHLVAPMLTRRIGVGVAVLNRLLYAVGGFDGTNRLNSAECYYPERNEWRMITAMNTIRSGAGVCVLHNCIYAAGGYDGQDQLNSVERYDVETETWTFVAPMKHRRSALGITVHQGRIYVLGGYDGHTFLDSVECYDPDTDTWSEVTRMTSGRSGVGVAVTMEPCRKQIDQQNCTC
CAL PDZ FP-2 = CAL PDZ peptide-binding inhibitors, primary screen, biochemical, fluorescence polarization, Cer-tagged CAL PDZ, HTS; AID 504414, 2011; inhibition, % at 20 µM; purified CAL PDZ, TMR-peptide fluorescence polarization, 1 h; 330,000 tested, 0.02% active;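 active means highest replicate inhibition of at least 40%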;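 further: plate controls were DMSO neutral control wells for no effect and unlabeled competitor peptide control wells for full effect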
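Test system: purified CerCALP PDZ construct; Compound dosing: one concentration, 20 µM compound; Also added: TMR-labelled reporter peptide T*-PRC34 bound in PDZ groove; Read-out: inhibition from polarization loss; Controls: unlabelled peptide and DMSO controls; Signal: FP readout, S and P plane fluorescence; Incubation: 1 h at RT.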
SR-BI DiI-HDL act = activators of SR-BI mediated DiI-HDL uptake, primary screen, ldlA[mSR-BI] CHO cells, DiI fluorescence; 3 h; 100 = double the neutral-control signal; activation, % at 12.5 µM; 320,000 tested, 0.096% active;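 active means mean replicate activation of at least 60% and every replicate at or above 60%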;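 further: 0% = median plate neutral-control signal and 100% = twice that signal; values of inactives mirror those of a sister screen read the other way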
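Material – SR-BI-overexpressing, LDLR-lacking CHO cells · Medium – BSA-supplemented, HEPES-buffered Ham's F12, pH 7.4 · Doses – single concentration · Times – compound with DiI-HDL co-incubation, 3 h at 37 °C · Measured by – bottom-read fluorescence, 550/595 nm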
Rtt109 Vps75 = inhibitors of C. albicans Rtt109/Vps75 HAT, primary screen, biochemical, ThioGlo CoA-SH fluorescence, plate reader; AID 540336, 2011; inhibition, % at 34.9 µM; Histone acetyltransferase RTT109 (Candida albicans (strain SC5314 / ATCC MYA-2876)), …; 330,000 tested, 0.16% active; purified Rtt109/Vps75, 4 h;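 active means inhibition of at least 50% in every replicate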
DAGLB inh = DAGLB lipase inhibitors, primary screen, biochemical, fluorescence, HTS; Diacylglycerol lipase-beta (Homo sapiens), Q8NCG7; HEK293T DAGLB membrane lysate, EnzChek fluorogenic substrate; inhibition, % at 5.17 µM; 340,000 tested, 0.059% active; AID 504411, 2011; in the data active means inhibition above about 34%;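 further: 0% = enzyme with vehicle and 100% = wells lacking enzyme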
The depositor's hits bear a star; nt = not tested or not shown.

SMILES	LANA DNA inh	RTF Ca sens inh	RTF Ca sens act	CAL PDZ FP-1	PKA-R2B act	Keap1 Nrf2 FP	CAL PDZ FP-2	SR-BI DiI-HDL act	Rtt109 Vps75	DAGLB inh
CCOCCCNC(=S)N1CCN(C(=O)C(=O)Nc2ccc(C(=O)OC)cc2)CC1	-0.3	-5	2	-2	0	-4	-3.0	-5	-10	-1
O=c1[nH]c2ccccc2nc1C(F)(F)F	2.3	0	1	-1	1	0	-1.4	16	-18	3
CCOC(=O)c1c(C)nc2ccccc2c1-c1ccccc1	2.9	4	1	-2	-11	-1	-0.1	13	-1	-7
Clc1ccccc1-c1nnc2sc(C3COc4ccccc4O3)nn12 (centres undefined)	0.7	4	-9	7	-7	-6	nt	10	6	0
O=[N+]([O-])c1ccc(N2CCN(S(=O)(=O)c3cnc[nH]3)CC2)cc1	2.0	-5	3	-2	9	-4	-4.1	28	-1	-3
O=C(CN(C(=O)Cn1nnc(-c2ccc(F)cc2)n1)C1CCCC1)NC1CCCC1	-1.9	-3	-4	nt	3	1	-0.3	-94	-11	-1
COc1ccccc1N1CCN(c2nc3c(C)cccn3c(=O)c2C=O)CC1	-0.8	-14	1	-4	-5	-10	-2.4	-26	11	-2
O=C(Cc1ccccc1Cl)NC1(O)C(=O)c2ccccc2C1=O	0.9	nt	nt	nt	nt	-12	1.0	10	23	nt
CCOC(=O)c1[nH]c2c(c1C)C(=O)CC(c1ccc(F)cc1)C2 (centres undefined)	0.8	-8	4	nt	3	3	-0.3	-72	-3	-4
O=[N+]([O-])c1ccc2c(c1)oc1ccccc12	2.5	-3	0	-2	-6	-4	-1.1	-38	-1	-4
COc1ccc(COC(=O)NNC(=O)c2ccc(OC)cc2)cc1	-0.8	-8	0	-1	5	1	-0.2	7	-1	1
CNc1ccc(C(=O)OCC(=O)NC(=O)NC2CCCCC2)cc1[N+](=O)[O-]	-0.2	0	3	4	7	-3	0.5	10	4	-1
COc1ccc(C)cc1-n1c(SCC(=O)NCC2CCCO2)nc2c([nH]c3ccccc32)c1=O (centres undefined)	-1.1	-3	3	-2	0	6	-3.1	1	nt	-5
Cc1nc2c(=O)oc3ccccc3c2n1-c1ccccc1	1.9	1	5	-4	-6	-1	-0.9	-10	4	-2
CC(=O)c1c(C)[nH]c(C(=O)Nc2ccccc2Cl)c1C	-1.2	-11	6	-3	-1	1	-2.3	-27	-3	-2
CCOc1ccccc1NC(=O)CN1CCN(C(=O)C2CCCO2)CC1 (centres undefined)	-0.2	-4	2	0	-8	2	-1.5	15	-6	0
CCCN1CNC(=S)N(Cc2ccccc2)C1	-1.0	-5	3	-1	-8	-1	-2.3	15	-1	1
Cc1nn(-c2ccccc2)c(C)c1S(=O)(=O)O	0.2	1	-3	-2	0	2	-1.5	15	-3	1
CCOC(=O)N1CCC(N2CCCC(C(=O)c3cccc(OC(C)C)c3)C2)CC1 (centres undefined)	1.0	-5	-3	-3	-3	1	-2.4	nt	-7	-3
CC1(C)Cc2nc(N)c(C(=O)NCCO)cc2CO1	0.9	-7	-2	3	-17	-5	-0.5	14	-8	0
CCc1cc2cc(C(=O)Nc3ccc(F)cc3)sc2s1	1.3	1	-4	-10	-6	1	-1.4	-2	-19	-7
Cc1cc(O)c(C(=O)/C=C/c2ccc(Cl)cc2)c(=O)o1	-1.1	-9	1	-2	-1	-1	-1.7	-24	6	6
O=C(Cc1ccccc1)NNS(=O)(=O)c1ccc([N+](=O)[O-])cc1	-0.6	-2	-7	-4	-8	-3	-0.7	-12	-1	-2
CSc1nc2nc(-c3ccccc3)cc(=O)n2[nH]1	-0.3	1	2	-1	-4	-1	-0.2	12	-1	1
CC[C@@]12C(=O)N(c3cccc(F)c3)C(=O)N1[C@H](c1ccc(Br)cc1)[C@@H]1C(=O)N(C(C)(C)C)C(=O)[C@@H]12	-3.4	-5	-5	-4	-1	1	0.4	57	-5	-3
COCCNC(=O)[C@@H]1CCCN1S(=O)(=O)c1cccc2cccnc12	-1.8	-2	-5	-1	-3	-8	-0.6	24	1	-1
CCN(C[C@H]1N[C@@](C)(C(=O)OC)[C@H]2C(=O)N(C)C(=O)[C@@H]12)C(=O)Nc1ccc(C(F)(F)F)cc1	0.9	0	0	2	-6	-5	1.5	17	4	0
Cc1ccc(NC(=O)N2CCN(C)CC2)cc1NC(=O)N1CCN(C)CC1	2.1	-8	2	-6	12	1	-1.8	nt	1	-1
CC/C(=N\NC(=O)CSCc1ccc(Cl)cc1)c1ccc2c(c1)OCCO2	0.7	-5	3	-7	-22	0	-0.4	-14	5	-2
CCOc1cc(C2c3c(-c4ccccc4)n[nH]c3C(=O)N2c2ccc(C(=O)O)cc2)ccc1O (centres undefined)	-0.1	-2	8	6	9	-5	-3.2	26	-6	0
O=C1COc2ccc(C(=O)COC(=O)/C=C/c3cccc(F)c3)cc2N1	-1.4	8	3	4	0	-2	0.6	-7	5	1
O=C(NCC1CCCO1)C1CCC(CNS(=O)(=O)c2ccccc2)CC1 (centres undefined)	1.0	-7	1	-2	2	0	-1.3	20	-1	-2
CN(C(=O)c1cccc(NC(=O)Cc2ccc([N+](=O)[O-])cc2)c1)C1CCCCC1	-0.5	9	-1	-1	-2	-2	0.2	-39	-4	0
COc1ccc2sc(-c3ccc(N(C)C)cc3)c(-c3ccc4cc[nH]c4c3)c2c1	0.6	-11	9	2	1	-9	-0.1	-85	3	-3
COc1ccc(S(=O)(=O)N2CCCCC2)cc1NC(=O)Cc1cccc(C(F)(F)F)c1	0.9	-15	-9	nt	-9	-4	-1.1	-3	10	-4
Nc1cnc(Br)cc1Br	0.1	-9	4	-1	1	-2	-0.5	46	0	0
Cc1cccc(N(C(=O)CNC(=O)c2ccco2)C(C(=O)NC2CCCCC2)c2cccnc2)c1 (centres undefined)	-0.9	-11	-5	-7	9	4	-2.9	11	-7	-2
COC(=O)c1nc(N)sc1C(C)C	-1.0	5	5	3	-7	-4	-1.2	5	1	1
O=S(=O)(c1cccc(Cl)c1Cl)N1CCCCC1	0.3	1	-1	nt	-3	-3	0.3	-5	-2	-4
CCOc1cc(C(=O)N2CCC(CC3CC(c4cccc(Br)c4)=NO3)(C(=O)NCC3CCCCC3)CC2)cc(OCC)c1OCC (centres undefined)	-1.3	-1	-1	-1	-9	-1	0.2	-74	-6	-7
COc1ccc(C(=O)Nc2nnc(-c3ccccc3)o2)cc1OC	1.0	-10	-5	-10	1	1	-2.0	36	-1	1
CC(=O)N1c2ccc(S(=O)(=O)N3CCC(C(=O)NCc4ccc(N(C)C)cc4)CC3)cc2CC1C (centres undefined)	-1.1	-2	-5	3	-2	1	-0.1	-7	2	1
O=C(C[C@H]1C[C@H](C(=O)N2CCOCC2)[C@@]2(CCC3CCCC3)c3[nH]c4cc(-c5ccco5)ccc4c3CCN2C1=O)NCCN1CCOCC1	0.2	-7	-3	-2	0	-5	-1.0	nt	-13	3
NC1=C(c2ccc([N+](=O)[O-])cc2)C(=O)CO1	-1.6	-14	13	0	-17	1	0.1	8	nt	-1
CC(=O)c1cccc(S(=O)(=O)NCC2CCCCC2)c1	-1.7	15	-1	nt	-14	3	-1.3	-19	-5	-1

In a second layout: 7 of the compounds above
SMILES | LANA DNA inh | RTF Ca sens inh | RTF Ca sens act | CAL PDZ FP-1 | PKA-R2B act | Keap1 Nrf2 FP | CAL PDZ FP-2 | SR-BI DiI-HDL act | Rtt109 Vps75 | DAGLB inh
O=C1COc2ccc(C(=O)COC(=O)/C=C/c3cccc(F)c3)cc2N1 | -1.4 | 8 | 3 | 4 | 0 | -2 | 0.6 | -7 | 5 | 1
O=C(NCC1CCCO1)C1CCC(CNS(=O)(=O)c2ccccc2)CC1 (centres undefined) | 1.0 | -7 | 1 | -2 | 2 | 0 | -1.3 | 20 | -1 | -2
CN(C(=O)c1cccc(NC(=O)Cc2ccc([N+](=O)[O-])cc2)c1)C1CCCCC1 | -0.5 | 9 | -1 | -1 | -2 | -2 | 0.2 | -39 | -4 | 0
COc1ccc2sc(-c3ccc(N(C)C)cc3)c(-c3ccc4cc[nH]c4c3)c2c1 | 0.6 | -11 | 9 | 2 | 1 | -9 | -0.1 | -85 | 3 | -3
COc1ccc(S(=O)(=O)N2CCCCC2)cc1NC(=O)Cc1cccc(C(F)(F)F)c1 | 0.9 | -15 | -9 | nt | -9 | -4 | -1.1 | -3 | 10 | -4
Nc1cnc(Br)cc1Br | 0.1 | -9 | 4 | -1 | 1 | -2 | -0.5 | 46 | 0 | 0
Cc1cccc(N(C(=O)CNC(=O)c2ccco2)C(C(=O)NC2CCCCC2)c2cccnc2)c1 (centres undefined) | -0.9 | -11 | -5 | -7 | 9 | 4 | -2.9 | 11 | -7 | -2

More entries
SMILES	LANA DNA inh	RTF Ca sens inh	RTF Ca sens act	CAL PDZ FP-1	PKA-R2B act	Keap1 Nrf2 FP	CAL PDZ FP-2	SR-BI DiI-HDL act	Rtt109 Vps75	DAGLB inh
COc1cc(/C=C2/C(=O)NN(c3cccc(Cl)c3)C2=O)cc(OC)c1O	-3.3	2	-1	3	1	-63	-1.0	-24	7	18
Cc1cc2cc(CNC(=O)c3ccc(S(=O)(=O)N4CCOCC4)cc3)ccc2n1C	3.2	-10	5	-2	3	-3	0.6	5	2	2
CC(=O)Nc1ccccc1C(=O)C(=O)Nc1cccc(C(=O)NCC2CCCO2)c1 (centres undefined)	0.8	-6	-5	-2	-5	1	-2.7	-6	-4	1
CN1c2ccccc2C(O)=C(C(=S)Nc2ccccc2)S1(=O)=O	-1.0	-11	-5	-3	-7	-5	-0.4	13	7	3
